# TAAR1 antag – human TAAR1 antagonists, primary screen, Fluo-8 calcium fluorescence, CHO RD-HGA16 cells. inhibition, % at 3 µM. Trace amine-associated receptor 1 (Homo sapiens), Q96RJ0. AID 624466, 2012. antagonist. actives 1.5% (n = 360,000);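 active = inhibition above a per-plate cutoff, the mean inhibition of test compounds on that plate plus 3 SD, cut at about 49% in these data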;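 note: 0% = DMSO plus EC80 beta-PEA response and 100% = DMSO alone without agonist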
# Target sequence (Q96RJ0 whole entry, looked up): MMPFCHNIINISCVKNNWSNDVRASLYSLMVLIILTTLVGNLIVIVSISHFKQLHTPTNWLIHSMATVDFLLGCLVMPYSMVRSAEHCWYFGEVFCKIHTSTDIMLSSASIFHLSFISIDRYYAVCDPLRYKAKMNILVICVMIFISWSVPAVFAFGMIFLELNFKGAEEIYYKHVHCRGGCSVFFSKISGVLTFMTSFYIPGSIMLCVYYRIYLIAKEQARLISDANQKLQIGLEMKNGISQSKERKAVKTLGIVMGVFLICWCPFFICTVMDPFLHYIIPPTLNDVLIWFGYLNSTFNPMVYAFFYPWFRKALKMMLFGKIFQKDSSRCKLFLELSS
#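 System: CHO RD-HGA16 cells bearing hTAAR1. Reagent: EC80 β-phenethylamine stimulus. Schedule: seeding 17-24 h prior, 75-min 37 °C, 30-min RT dye loading. Signal: Fluo-8 intracellular calcium dye fluorescence, real-time kinetic reads. Read-out: % inhibition from peak post-agonist over basal fluorescence ratio. Benchmarks: vehicle wells and EC80 agonist wells. Replicates: n of 1.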
# CHRM1 PAM – human M1 muscarinic receptor positive allosteric modulators, primary screen, CHO-K1 cells, Fluo-8 calcium fluorescence, 1536-well; activation, % at 3 µM; AID 588819, 2011; actives 0.088% (n = 360,000); CHO-K1 hM1, ACh EC20; 0% = ACh EC20, 100% = maximal ACh; Muscarinic acetylcholine receptor M1 (Homo sapiens), P11229; in the data active = activation above about 19%, passing the limit was not always enough
# Target sequence (P11229 whole entry, looked up): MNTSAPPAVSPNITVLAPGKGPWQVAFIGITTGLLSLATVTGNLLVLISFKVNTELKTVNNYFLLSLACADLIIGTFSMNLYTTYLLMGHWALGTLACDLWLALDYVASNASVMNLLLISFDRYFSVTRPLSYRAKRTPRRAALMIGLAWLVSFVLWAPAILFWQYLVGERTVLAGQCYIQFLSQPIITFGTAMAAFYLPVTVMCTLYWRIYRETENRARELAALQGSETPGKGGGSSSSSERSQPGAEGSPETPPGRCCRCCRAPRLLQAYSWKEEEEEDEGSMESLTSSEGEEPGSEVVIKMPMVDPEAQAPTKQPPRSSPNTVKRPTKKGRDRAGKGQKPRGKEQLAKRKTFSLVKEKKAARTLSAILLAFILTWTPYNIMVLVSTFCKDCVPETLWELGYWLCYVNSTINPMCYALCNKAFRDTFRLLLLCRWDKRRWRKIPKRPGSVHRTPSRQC
# TAAR1 ag – human TAAR1 agonists, primary screen, Fluo-8 calcium fluorescence, CHO RD-HGA16 cells | Trace amine-associated receptor 1 (Homo sapiens), Q96RJ0 | vehicle wells 0%, saturating PEA agonist 100% | activation, % at 3 µM | actives 0.99% (n = 360,000) | AID 624467, 2012;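 active = activation above the mean activation of all test compounds in the run plus 3 SD, cut at about 38% in these data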
#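 Test system: RD-HGA16 (CHO) cells co-expressing Gα16 and hTAAR1 | Doses: Single dose, 3 µM | Schedule: 17-24 h seeding, 75 min 37 °C dye, 30 min RT | Evaluation: % activation from peak over basal fluorescence ratio, DMSO-to-PEA scaled | Technique: Kinetic Fluo-8 calcium fluorescence | Benchmarks: Low control DMSO, high control PEA (EC100)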
# CHRM1 antagonist – human M1 muscarinic receptor antagonists, primary screen, CHO-K1 cells, Fluo-8 calcium fluorescence, 1536-well. Muscarinic acetylcholine receptor M1 (Homo sapiens), P11229. CHO-K1 hM1, ACh EC80 antagonist. inhibition, % at 3 µM. actives 1.3% (n = 360,000). AID 588852, 2011;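 active = percent inhibition above its own plate's cutoff, namely the mean of that plate's compound wells plus 3 SD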;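 note: peak over basal fluorescence ratio during 140 s after agonist addition; 0% = ACh EC80 plus DMSO and 100% = DMSO alone without agonist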
# CHO-K1 Ca antag – counter-screen for M1 antagonists: effect in parental CHO-K1 cells | ATP-induced calcium, Fluo-8 fluorescence | inhibition, % at 3 µM | actives 0.6% (n = 360,000) | AID 602250;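 active = inhibition above a per-plate cutoff, the plate's mean sample inhibition plus 3 SD, cut at about 24% in these data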;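 note: 0% = DMSO plus EC80 ATP and 100% = DMSO alone without ATP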
# CHO parental Ca – ATP-evoked calcium signal inhibitors, parental CHO, primary screen, counter-screen for OX1R antagonist project, cell-based, fluorescence, Fluo-8 calcium dye; inhibition, % at 5.6 µM; parental CHO-K1, ATP-induced calcium, Fluo-8 fluorescence; actives 0.63% (n = 330,000);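 active = inhibition above that plate's mean sample inhibition plus 3 SD, cut at about 26% in these data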;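 note: 0% = ATP-challenged DMSO wells and 100% = DMSO wells without ATP; some compounds past the cut are filed as inactive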
#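 Assay system – parental CHO cells · Reagent – ATP stimulus · Detection – intracellular calcium via Fluo-8 no-wash fluorescent dye · Evaluation – percent inhibition of ATP-evoked calcium rise, normalized to controls · Controls – ATP wells versus no-ATP DMSO wells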
# CHO-K1 Ca PAM – nonselective calcium activators in parental CHO-K1 cells, primary screen, counter-screen for M1 PAM project, cell-based, Fluo-8 calcium fluorescence, full deck, 1536-well. actives 0.02% (n = 360,000). activation, % at 3 µM. ATP EC20; 0% at ATP EC20, 100% at ATP max;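 active = activation above the run cutoff, the mean activation of all test compounds plus 3 SD, cut at about 40% in these data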;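 note: peak over basal fluorescence ratio in a 140 s read after ATP addition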
# CHRM1 agonist – human M1 muscarinic receptor agonists, primary screen, Fluo-8 calcium fluorescence, CHO-K1 cells, HTS; activation, % at 3 µM; AID 588814, 2011; Muscarinic acetylcholine receptor M1 (Homo sapiens), P11229; CHO-K1 hM1, agonist mode; 0% DMSO, 100% acetylcholine EC100; actives 0.33% (n = 360,000);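 active = activation above the run's mean compound activation plus 3 SD, cut at about 16% in these data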;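 note: peak over basal fluorescence ratio within a 140 s kinetic read after compound addition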
# M1 ag parental – counter-screen for M1 agonists: effect in parental CHO-K1 cells; actives 0.48% (n = 360,000); Fluo-8 calcium fluorescence; scaled to maximal ATP response, vehicle zero; activation, % at 3 µM; in the data active = activation above about 15%;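 note: untransfected CHO-K1 host cells lacking M1 receptor as counterscreen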
# Active calls of the source: *; / = not tested or not shown.
SMILES,TAAR1 antag,CHRM1 PAM,TAAR1 ag,CHRM1 antagonist,CHO-K1 Ca antag,CHO parental Ca,CHO-K1 Ca PAM,CHRM1 agonist,M1 ag parental
Cc1nc(SCc2nc3ccc(C(F)(F)F)cc3[nH]2)c2oc3ccccc3c2n1,0,1,27,-1,-18,-16,8,-5,0.0
O=C(CCCNS(=O)(=O)c1ccccc1)NCc1ccco1,3,2,0,-4,-3,4,10,-3,-0.1
CCCCSC1=C(C#N)C(c2ccccc2C)C(C(=O)OCC)C(=O)N1 (stereo not given),5,-4,7,-3,0,-24,-11,-12,0.7
C=CCN1C(=O)C(CC(=O)O)SC1=Nc1c(C)n(C)n(-c2ccccc2)c1=O (stereo not given),-17,8,5,-3,-5,-2,5,-4,-0.2
O=C(NCCN1CCOCC1)C(=O)NCC1OCCN1S(=O)(=O)c1cc(F)ccc1F (stereo not given),-28,6,0,-4,-9,6,7,-3,1.9
CCc1ccccc1NC(=O)CNC(=O)c1n[nH]c(=O)c2ccccc12,4,-8,1,14,-12,-10,13,-2,0.8
O=C(O)CSC1c2ccccc2C(=O)N1c1ccccc1 (stereo not given),-4,4,7,3,-1,-8,15,0,0.1
CCC(CC)C(=O)Nc1ccc(C(=O)Nc2cc(C)on2)cc1,-10,-4,3,11,9,11,-9,-2,1.0
NC(=O)c1ccsc1NC(=O)c1coc2ccccc2c1=O,3,17,0,-14,-5,-28,15,-6,-0.2
CCc1nc2c(OCC3COc4ccccc4O3)cccn2c1N(C)C(=O)c1ccc(OC)cc1 (stereo not given),-3,-23,-3,8,-1,/,0,-9,0.2
COCCCNS(=O)(=O)c1ccc(SC)cc1,12,11,1,-9,-3,-11,8,-5,0.3
CN(CCC1CCCCO1)C(=O)CCc1nnc(C2CCCCC2)o1 (stereo not given),-18,8,1,-6,8,-7,-12,-1,0.1
Cc1cc(C)c(S(=O)(=O)c2ccccc2C)c(OCC(C)(C)C)n1,-10,3,11,-18,0,18,-8,-5,-0.1
CN1CCC(OC(=O)C23CCC(C)(C(=O)O2)C3(C)C)CC1 (stereo not given),-4,2,3,0,-8,-3,11,-8,0.3
Cc1ccc(S(=O)(=O)N(C)CC(=O)OCC(=O)c2c(N)n(C)c(=O)n(C)c2=O)cc1,1,8,1,4,12,-12,3,0,1.2
COc1ccccc1NC(=O)Cc1nc(=O)[nH]c(=O)[nH]1,-20,2,1,0,15,/,-8,-4,0.6
Oc1ccc2ccccc2c1C1Nc2cccc3cccc(c23)N1,/,4,/,2,-21,4,10,-1,0.4
O=C(O)CCCNc1ccc(S(=O)(=O)Nc2ccccc2C(=O)O)cc1C(=O)O,-17,9,-2,-26,-19,-2,10,-2,0.1
O=C(NNC(=O)c1ccc2c(=O)n3c(nc2c1)CCC3)c1ccc(F)cc1,3,0,1,-2,1,-3,-3,-1,-0.2
COC(=O)c1cn(NC(=O)Cn2nc([N+](=O)[O-])c(Cl)c2C)c(=O)c2ccccc12,-8,3,1,3,-14,6,6,-4,0.4
CCOc1ccc(CNC(=O)C(=O)c2cn(CC(=O)N3CCOCC3)c3ccccc23)cc1OC,-16,5,2,-9,-9,-23,15,0,1.6
CC(CCc1ccccc1)C(=O)NO (stereo not given),1,11,18,-12,6,-12,10,-5,0.0
CCN(C(=O)COC(=O)C1CCN(S(=O)(=O)c2cccs2)CC1)c1ccccc1,-9,-3,4,4,1,-16,11,-10,1.4
COCCSc1ccccc1C(=O)N1CCCC1,3,7,0,-4,-8,0,22,-3,1.2
O=C(CCNC(=O)c1ccco1)Nc1ccccc1N1CCOCC1,8,3,2,1,-8,2,-2,-2,0.1
CCCCN(CCCC)CC(O)CN1C(=O)NC(C)(C)C1=O (stereo not given),-3,8,4,-13,1,5,15,-3,0.1
Cc1cc(N/C(=N\S(=O)(=O)c2ccc(Cl)cc2)c2ccc(F)cc2)no1,-5,9,11,-13,-12,-23,9,-2,0.4
COc1ccc(C(=O)NC(=S)Nc2ccccc2F)cc1,-26,12,2,-3,-3,-12,13,-2,-0.8
COc1cc(Cl)c(C)cc1NC(=O)COc1ccccc1[N+](=O)[O-],4,2,2,-2,0,-17,6,-4,-0.4
Cc1nn(-c2ccccc2)nc1CNC(=O)CC(C)(C)C,-21,6,3,-10,0,-12,18,-1,1.3
NC(=O)COc1ccc(/C=N\NC(=O)c2ccc(-c3ccccc3)cc2)cc1,34,6,0,4,-7,5,-2,-1,-0.1
Cc1ccc(CNC(=O)CCS(=O)(=O)c2cccc3nonc23)cc1,-1,12,3,-16,-3,-5,4,-3,0.1
Cc1c(C2N3CC4(C)CN2CC(C)(C3)C4=O)c2ccccc2n1C (stereo not given),-3,8,7,-5,-13,0,25,-6,1.0
CCCc1nnc(NC(=O)c2cc(OC)cc(OC)c2)s1,-19,9,1,-9,-14,-42,19,-1,0.1
Cc1cc(NS(=O)(=O)c2ccc(NC(=O)c3ccco3)cc2)no1,-10,11,1,-1,-4,-8,17,-3,1.1
CCCc1nnc(NC(=O)COc2ccc3c(c2)OCO3)s1,-17,5,6,-12,-15,8,1,-5,0.9
O=C(Nc1ccc(N2C(=O)C3C4C=CC(C4)C3C2=O)cc1)Nc1nncs1 (stereo not given),18,6,0,-9,2,-7,-5,1,-0.1
Cc1ccc(CN(CC(=O)NC2CCCC2)C(=O)CSc2nnc(COc3ccccc3)o2)cc1,9,6,1,-5,11,-10,-5,-3,0.1
O=C1CCN(Cc2ccc([N+](=O)[O-])cc2)CCN1CCO,-11,7,3,2,-16,-1,19,-1,0.7
O=C(NCC1CCCO1)C(c1ccc(F)cc1)N(CC1CCCO1)C(=O)c1ccc(-c2ccccc2)[nH]1 (stereo not given),-17,4,1,4,-1,-25,-1,0,-0.2
COc1ccc(-c2cc(=O)oc3c(C)c(OC(C)C(C)=O)ccc23)cc1 (stereo not given),-4,-1,8,-6,-12,-4,6,-8,0.7
Cc1nc(SCC(=O)NC(=O)NCc2ccccc2)nc(C)c1C,8,-2,13,-8,18,-25,-8,-2,-0.2
CNC(=O)Nc1cc(C)nn1C,-17,7,2,-6,-10,-3,10,-6,0.2
CCCCCCCCCCOC(=O)Cn1c(COc2ccccc2OC)[n+](C)c2ccccc21,90*,-29,66*,69*,29*,84*,0,21*,17*
COc1ccc(-c2ccnc3[nH]n(-c4ccccc4)c(=O)c23)cc1,12,10,0,-12,4,-20,8,-1,8.0
O=C1CCC/C1=C\Nc1ccc(Cl)c([N+](=O)[O-])c1,-5,4,2,-4,-1,-6,12,1,14
Cc1ccc(C#CC[N+]2(CC#Cc3ccc(C)cc3)CCCCC2)cc1,-20,-27,2,48*,6,16,0,-10,0.3
CCCCCCN1C[C@@H](O)[C@H](n2cc(COC(=O)c3ccccc3)nn2)C[C@@H]1c1ccc(OC)cc1,-19,6,2,-8,-13,/,12,-2,0.6
COC(=O)[C@H](C)NC(=O)Nc1ccc(C)c(C)c1,-8,-1,2,7,11,-14,-5,-3,0.0
CCCc1nc2c3ccccc3ccn2c1Cc1cccc(Cl)c1,1,-20,-2,-8,-30,/,-3,-5,3.5
O=C(OC1CCOC1=O)c1cc(-c2ccccc2)nc2ccccc12 (stereo not given),20,0,13,8,0,-9,9,-3,1.2
C=CCOc1ccc(C(=O)Nc2ccccc2C(=O)N2CCCC2)cc1,17,6,0,-5,5,/,15,-5,0.4
CCCCn1c(N)c(N(CCOC)C(=O)c2c(-c3ccccc3)noc2C)c(=O)[nH]c1=O,-19,5,1,-7,-5,9,-19,-2,-0.1
O=C(Cc1cccc(NC(=O)C2CCN(C(=O)C3CC3)CC2)c1)Nc1cccc(C(=O)N2CCCCC2)c1,-14,-7,0,16,10,/,-13,-1,-0.3
Cc1ccc(C)c(N(C(=O)c2csnn2)C(C(=O)NC2CCCCC2)c2ccncc2)c1 (stereo not given),2,2,-3,-5,-8,-1,2,-4,0.5

# Shown as tab-separated lines: part of the list above.
smiles	TAAR1 antag	CHRM1 PAM	TAAR1 ag	CHRM1 antagonist	CHO-K1 Ca antag	CHO parental Ca	CHO-K1 Ca PAM	CHRM1 agonist	M1 ag parental
COc1ccc(-c2ccnc3[nH]n(-c4ccccc4)c(=O)c23)cc1	12	10	0	-12	4	-20	8	-1	8.0
O=C1CCC/C1=C\Nc1ccc(Cl)c([N+](=O)[O-])c1	-5	4	2	-4	-1	-6	12	1	14
Cc1ccc(C#CC[N+]2(CC#Cc3ccc(C)cc3)CCCCC2)cc1	-20	-27	2	48*	6	16	0	-10	0.3
CCCCCCN1C[C@@H](O)[C@H](n2cc(COC(=O)c3ccccc3)nn2)C[C@@H]1c1ccc(OC)cc1	-19	6	2	-8	-13	/	12	-2	0.6
COC(=O)[C@H](C)NC(=O)Nc1ccc(C)c(C)c1	-8	-1	2	7	11	-14	-5	-3	0.0
CCCc1nc2c3ccccc3ccn2c1Cc1cccc(Cl)c1	1	-20	-2	-8	-30	/	-3	-5	3.5
O=C(OC1CCOC1=O)c1cc(-c2ccccc2)nc2ccccc12 (stereo not given)	20	0	13	8	0	-9	9	-3	1.2
C=CCOc1ccc(C(=O)Nc2ccccc2C(=O)N2CCCC2)cc1	17	6	0	-5	5	/	15	-5	0.4
CCCCn1c(N)c(N(CCOC)C(=O)c2c(-c3ccccc3)noc2C)c(=O)[nH]c1=O	-19	5	1	-7	-5	9	-19	-2	-0.1
O=C(Cc1cccc(NC(=O)C2CCN(C(=O)C3CC3)CC2)c1)Nc1cccc(C(=O)N2CCCCC2)c1	-14	-7	0	16	10	/	-13	-1	-0.3
